# KLK7 zymogen act = activators of human kallikrein-7 zymogen. AID 652039. 370,000 tested, 0.9% active. purified proKLK7, EDANS-DABCYL substrate fluorescence; 100% is mature enzyme control, 0% vehicle. activation, % at 7 µM. P49862;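 active = activation above the mean of all tested compounds plus 3 SD, computed per campaign excluding outliers beyond control limits, cut at about 13% in these data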
# ASAP1 GAP inh = ASAP1 ArfGAP inhibition. ASAP1-stimulated ARF1 GTP hydrolysis, GDP FP detection. Q9ULH1. 360,000 tested, 0.19% active. AID 624377. inhibition, % at 16.5 µM; in the data active = inhibition above about 25%;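 also: 0% = vehicle with enzyme and substrate and 100% = no enzyme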
# Target sequence (Q9ULH1 325-724 limits assumed): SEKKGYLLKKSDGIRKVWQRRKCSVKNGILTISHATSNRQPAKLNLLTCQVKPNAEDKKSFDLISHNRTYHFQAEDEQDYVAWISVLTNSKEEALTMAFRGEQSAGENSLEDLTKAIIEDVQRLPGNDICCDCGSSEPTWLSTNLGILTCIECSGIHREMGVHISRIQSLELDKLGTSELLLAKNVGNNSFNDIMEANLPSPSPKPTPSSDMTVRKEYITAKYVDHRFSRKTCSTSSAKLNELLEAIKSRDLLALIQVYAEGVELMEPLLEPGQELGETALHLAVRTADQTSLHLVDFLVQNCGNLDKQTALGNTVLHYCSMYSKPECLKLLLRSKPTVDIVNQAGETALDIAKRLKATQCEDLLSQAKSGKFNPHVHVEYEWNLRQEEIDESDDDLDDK
# Tn6 DDE FP = disrupts Tn6 cyclic peptide binding to fibrin D-Dimer-E complex; P02675; Fibrin DD(E) TRITC-Tn6 fluorescence polarization displacement; inhibition, % at 8.3 µM; 370,000 tested, 0.21% active;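 active = inhibition above a per-campaign cutoff: mean of compounds within control limits plus 3 SD, cut at about 15% in these data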;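 also: 0% = median of all compound wells on the plate and 100% = blocking peptide control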
# Target sequence (P02675 whole entry, looked up): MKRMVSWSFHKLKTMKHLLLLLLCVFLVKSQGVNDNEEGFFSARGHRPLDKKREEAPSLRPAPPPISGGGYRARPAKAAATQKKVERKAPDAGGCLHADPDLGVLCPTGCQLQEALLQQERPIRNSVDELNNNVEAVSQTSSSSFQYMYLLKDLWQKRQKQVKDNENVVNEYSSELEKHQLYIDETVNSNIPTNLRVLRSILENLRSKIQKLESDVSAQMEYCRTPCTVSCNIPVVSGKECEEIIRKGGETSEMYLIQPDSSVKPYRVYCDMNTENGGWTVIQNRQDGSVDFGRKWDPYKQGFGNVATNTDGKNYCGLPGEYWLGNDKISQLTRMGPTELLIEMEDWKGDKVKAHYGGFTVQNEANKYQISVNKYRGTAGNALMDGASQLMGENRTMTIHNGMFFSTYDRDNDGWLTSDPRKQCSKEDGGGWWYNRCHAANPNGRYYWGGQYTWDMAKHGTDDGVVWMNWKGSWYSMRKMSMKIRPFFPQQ
# LEDGF integ inh = blocks HIV-1 LEDGF/p75-dependent DNA integration | TR-FRET IN-LEDGF/p75 DNA integration, Eu/Cy5 | inhibition, % at 3.7 µM | 370,000 tested, 0.64% active;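 active = inhibition above the screen-wide mean plus 3 SD, cut at about 13% in these data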;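 also: signal is the Cy5 over europium emission ratio at 671 and 618 nm; 0% = plate median of compound wells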
# TDP2 inh = blocks human TDP2 phosphodiesterase activity. O95551. AID 720702. inhibition, % at 12.8 µM. recombinant TDP2, T5PNP hydrolysis, p-nitrophenol absorbance 415 nm. 370,000 tested, 0.34% active;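 active = inhibition above the mean of all tested compounds plus 3 SD, set per campaign, cut at about 25% in these data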;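 also: 0% = DMSO with enzyme and 100% = buffer with substrate but no TDP2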
#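 test system = human TDP2 enzyme | input = TDP2 enzyme at 120 nM final | medium = 50 mM Tris-HCl pH 7.5 with Mg2+, KCl, DTT, BSA | also added = T5PNP substrate, 5 mM | times = 2 h at 37 °C | technique = epi absorbance | benchmarks = high control without enzyme, low control DMSO plus TDP2 | replication = each compound tested once, singlicate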
# Tn7 DDE FP = disrupts Tn7 cyclic peptide binding to fibrin D-Dimer-E complex; FP displacement of FITC-Tn7 peptide from fibrin DD(E); 0% = median of compound wells per plate; inhibition, % at 8.3 µM; 370,000 tested, 0.13% active; AID 720508;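 active = inhibition above the mean of compounds falling within the control limits plus 3 SD of them, cut at about 14% in these data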;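 also: 0% = plate median of compound wells and 100% = 10 µM Aha-Tn7 peptide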
#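 Test system: human clot-derived fibrin DD(E) complex / Quantity: 2 µM final DD(E) protein / Incubation: 10 min plus 3 h, room temperature / Measured by: fluorescence polarization / Benchmarks: high control of 10 µM Aha-Tn7 peptide / Replicates: singlicate testing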
# ADAM10 inh = inhibits human ADAM10. recombinant ADAM10, EDANS/DABCYL FRET peptide cleavage, 3 h. O14672. 370,000 tested, 0.62% active. inhibition, % at 7 µM;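 active = inhibition above a per-campaign cutoff equal to the mean of compounds falling between control-based bounds plus 3 SD, cut at about 20% in these data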;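 also: 0% = DMSO wells while the 100% control is not disclosed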
# PLCg1 inh = blocks human PLC-gamma1 enzyme activity; P19174; purified PLC-gamma1, fluorogenic substrate, fluorescence; inhibition, % at 12.2 µM; 370,000 tested, 0.84% active; in the data active = inhibition above about 9.5%
# ADAM17 inh = inhibits human ADAM17; P78536; recombinant ADAM17, EDANS/DABCYL FRET peptide cleavage; inhibition, % at 6.95 µM; 370,000 tested, 0.83% active;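 active = inhibition above the mean of compounds lying between control limits plus 3 SD, set per campaign, cut at about 8.5% in these data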;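 also: 0% = DMSO-only wells as the low control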
# ARFGAP1 inh = rat ARFGAP1 inhibition | Arfgap1-stimulated ARF1 GTP hydrolysis, GDP FP detection | inhibition, % at 16.5 µM | 360,000 tested, 0.26% active | AID 651572;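 active = inhibition above a per-plate limit, mean inhibition of low control wells plus 3 SD, cut at about 25% in these data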;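 also: 0% = DMSO wells with enzyme and 100% = wells lacking Arfgap1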
# Target sequence (Q62848 1-136 limits assumed): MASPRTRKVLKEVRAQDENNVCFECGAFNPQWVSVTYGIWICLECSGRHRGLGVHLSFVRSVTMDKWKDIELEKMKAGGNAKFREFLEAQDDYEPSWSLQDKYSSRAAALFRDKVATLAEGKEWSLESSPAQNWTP
#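 Material: truncated rat Arfgap1 GAP domain; Incubation: compound-enzyme preincubation 20 min, reaction 120 min, detection 60 min, 25 °C; Read-out: percent inhibition of Arfgap1-stimulated GTP hydrolysis; Technique: FP, GDP Alexa 633 tracer displaced from anti-GDP antibody, 620/688 nm; Controls: No-Arfgap1 wells (100%) versus DMSO full-reaction wells (0%); Replication: single well per compound.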
# Numbers without * were called inactive; i = inactive; . = not tested or not shown. Only part of the results is shown; rates above refer to the full screens.
# Sample of the layout (2 entries):
SMILES,KLK7 zymogen act,ASAP1 GAP inh,Tn6 DDE FP,LEDGF integ inh,TDP2 inh,Tn7 DDE FP,ADAM10 inh,PLCg1 inh,ADAM17 inh,ARFGAP1 inh
C[N+]1(C)C2CC(OC(=O)[C@H](CO)c3ccccc3)CC1C1OC12 (stereo not given in full),0.0,-12,4,-1,2,9,10,1,-2,-2
NCCNc1ccc([N+](=O)[O-])c2cccnc12,-1.5,1,-3,7,-3,-4,8,5,1,7

# The listing, from the start:
SMILES,KLK7 zymogen act,ASAP1 GAP inh,Tn6 DDE FP,LEDGF integ inh,TDP2 inh,Tn7 DDE FP,ADAM10 inh,PLCg1 inh,ADAM17 inh,ARFGAP1 inh
C[N+]1(C)C2CC(OC(=O)[C@H](CO)c3ccccc3)CC1C1OC12 (stereo not given in full),0.0,-12,4,-1,2,9,10,1,-2,-2
NCCNc1ccc([N+](=O)[O-])c2cccnc12,-1.5,1,-3,7,-3,-4,8,5,1,7
COc1ccccc1NC(=O)c1cn(CCC#N)nc1-c1cccc(Cl)c1,0.0,7,4,1,14,-3,1,1,0,8
COc1cccc(C2CCN(C)C2)c1 (stereo not given),-0.6,-7,0,-7,8,0,-14,-1,-8,6
CCOC(=O)Cn1cc([N+](=O)[O-])nc1[N+](=O)[O-],0.4,0,4,-1,-6,-1,-7,-4,-1,-8
COC(=O)C1=C(c2cccc(OCc3ccccc3)c2)C[C@@H]2CC[C@H]1N2C(=O)NCc1ccc([N+](=O)[O-])cc1,-0.7,-7,8,0,4,5,26*,-1,7,7
CCCCCCC(=O)c1c(O)n(-c2ccccc2OC)c(=O)[nH]c1=O (tested in a mixture with another compound),-0.6,8,1,-2,-3,7,-5,-1,-4,9
CCC1(CCC(C)C)C(=O)NC(=O)N(c2ccccc2)C1=O (stereo not given),-0.2,-2,-2,2,-4,1,2,3,0,1
Cc1ccc(-c2nc3ccccc3c(=O)n2-c2ncccc2C)cc1,0.0,-11,-9,4,1,2,-9,-1,1,-2
CCc1cc2c(s1)NC(=O)CN=C2c1cccs1,-0.3,-5,4,-2,6,3,-10,-3,1,-4
Fc1ccccc1CN1CCN(c2ccc(Cl)cc2)CC1,-0.1,-2,3,0,-7,5,-2,0,-1,-12
Cc1ccc(CN2C3CCCC2CC(NC(=O)Nc2cccc(F)c2)C3)cc1 (stereo not given),-0.3,14,3,-5,8,6,3,0,0,2
COc1cc(CC2(CCc3ccncc3)C(=O)NC(=O)NC2=O)cc(OC)c1OC,0.0,-4,-1,-2,6,0,-2,-1,-5,-6
COC(=O)c1ccc(CC(C(=O)c2ccccc2)N(C)C)cc1 (stereo not given),-0.1,6,2,-2,17,3,-21,-39,-7,-8
COc1ccccc1NC(=O)COC(=O)c1cn(C)c2ccccc12,-0.4,6,-9,-1,7,-2,2,4,1,0
C1=CC(Cc2cncs2)c2ccccc21 (stereo not given),0.6,-3,5,-1,3,-3,-26,-28,-10,1
COc1ccc(NC(=O)N2Cc3ccccc3-n3nncc3C2)cc1,-0.1,-4,2,-5,-1,2,-14,1,-4,-10
CC[N+](C)(CC)CCCOC(=O)C(O)(c1ccccc1)C1CCCCC1 (stereo not given),-0.1,-1,-1,2,-2,3,-1,0,-4,8
CCOP(=O)(OCC)C(CC)N1CCOCC1 (stereo not given),0.2,1,-5,4,5,-2,-2,1,-3,-13
O=[N+]([O-])c1nccn1CC(O)CN1CC1 (stereo not given),0.0,1,10,-3,1,-2,-15,-2,1,1
CCc1ccc(CNCCc2c[nH]c3ccccc23)cc1,0.7,-3,-1,2,7,1,3,2,-3,5
CC12CC(=O)C3C(CCC4CC=CCC43C)C1CCC2=O (stereo not given),0.1,0,4,7,1,3,-4,-1,-2,10
C/C=C1\CN2[C@H]3C[C@@]45c6ccccc6N(C)[C@H]4[C@@H]2CC1C3[C@H]5O (stereo not given in full),0.2,5,-1,-3,0,6,-10,0,-1,9
CC1(C)CCCN1CCC(C(N)=O)(c1ccccc1)c1ccccc1,-0.4,2,3,2,2,-1,-5,0,-5,6
NC(Cc1ccc(O)cc1)C(=O)NN=Cc1ccc(N(CCCl)CCCl)cc1 (stereo not given),1.5,6,2,2,-13,3,i,-163,-309,20
CC(=O)OC(C)(C)/C=C/C(=O)C(C)(O)C1C(O)CC2(C)C3CC=C4C(CC(O)C(=O)C4(C)C)C3(C)C(=O)CC12C (stereo not given),0.7,4,0,-4,10,11,-13,2,-4,4
CN1CCN(Cc2cn3cccnc3n2)CC1,3.0,-13,4,5,-3,0,-18,-14,-10,-2
CCCCCCC(=O)c1c(O)n(-c2ccccc2OC)c(=O)[nH]c1=O,-0.8,-4,5,1,-2,5,-5,-3,-4,-7
COC(=O)N(C)c1ccc(C(O)(C(=O)OC)C(F)(F)F)cc1 (stereo not given),0.0,0,5,1,6,1,0,-1,2,2
Cc1ccc(N2C(=O)NC(=O)/C(=C/c3ccc(-c4ccc(C(=O)O)c(Cl)c4)o3)C2=O)cc1,-0.6,9,1,5,-1,2,-45,-10,-13,4
O=C1NC(=O)C(=Cc2ccc(Cl)cc2)C(=O)N1,-0.6,-12,12,-1,-6,5,-2,-5,0,-3
Cn1c(O)c(C=Nc2ccc(Cl)cc2)c(=O)n(C)c1=O,0.0,2,-6,0,5,-1,-9,1,-5,-8
Oc1ccc(CC2CC3CCN2CC3)cc1O (stereo not given),0.2,-13,-3,-7,9,4,6,0,-2,-2
O=c1[nH]c(=O)n(Cc2ccccc2)c(O)c1C=NCCN1CCNCC1,0.1,-2,-1,4,-8,-2,8,1,-3,5
CCCCCCn1c(O)c(C=NC2CCN(Cc3ccccc3)CC2)c(=O)[nH]c1=O,0.0,5,-2,1,3,3,-5,0,-3,-4
COc1ccc(S(=O)(=O)Cc2ccc(C(=O)N3CCC4(CC3)OCCO4)o2)cc1,-0.6,5,6,3,4,4,-1,1,-3,12

# 4 entries picked at random from the list so far:
SMILES,KLK7 zymogen act,ASAP1 GAP inh,Tn6 DDE FP,LEDGF integ inh,TDP2 inh,Tn7 DDE FP,ADAM10 inh,PLCg1 inh,ADAM17 inh,ARFGAP1 inh
COc1ccc(S(=O)(=O)Cc2ccc(C(=O)N3CCC4(CC3)OCCO4)o2)cc1,-0.6,5,6,3,4,4,-1,1,-3,12
COC(=O)N(C)c1ccc(C(O)(C(=O)OC)C(F)(F)F)cc1 (stereo not given),0.0,0,5,1,6,1,0,-1,2,2
O=C1NC(=O)C(=Cc2ccc(Cl)cc2)C(=O)N1,-0.6,-12,12,-1,-6,5,-2,-5,0,-3
CCCCCCC(=O)c1c(O)n(-c2ccccc2OC)c(=O)[nH]c1=O,-0.8,-4,5,1,-2,5,-5,-3,-4,-7

# The list continues:
SMILES,KLK7 zymogen act,ASAP1 GAP inh,Tn6 DDE FP,LEDGF integ inh,TDP2 inh,Tn7 DDE FP,ADAM10 inh,PLCg1 inh,ADAM17 inh,ARFGAP1 inh
O=C1CCCN1c1ccc(S(=O)(=O)O)cc1 (tested in a mixture with another compound),-0.7,-7,-4,1,10,1,3,1,0,0
O=c1[nH]c(=O)n(Cc2ccccc2)c(O)c1C=Nc1ccc(CN2CCOCC2)cc1,-24,-2,8,2,-3,-4,-2,1,-1,4
N[C@@H](Cn1oc(=O)[nH]c1=O)C(=O)O,-0.1,-9,-4,0,6,0,1,-2,-2,11
O=C1CC(=O)N(c2ccc(Cl)cc2)C(=O)N1,0.5,-5,11,-4,7,2,-1,-8,0,-5
COCCOC(=O)c1c(C)oc2ccc(OC(=O)N(C)C)cc12,0.3,-1,6,2,0,-1,-3,0,-3,7
O=C1/C(=C/c2ccccc2Cl)N2CCC1CC2,0.2,-3,-6,-3,13,-6,1,3,-4,3
N#CC1c2ccccc2-n2nncc2CN1S(=O)(=O)c1cc(Cl)cc(Cl)c1 (stereo not given),-0.1,2,2,4,3,-1,-9,0,0,10
COc1ccc(CNC(=O)/C=C/c2ccc3[nH]cc(CCN(C)C)c3c2)cc1,0.2,13,3,4,-5,-7,-3,-63,-2,13
O=C(Cn1c(=O)n(CC2CS2)c2ccccc21)N1CCCCC1 (stereo not given),-0.1,-11,3,1,-5,-11,-1,5,1,4
CCCCCn1c(=O)c(C(=O)Nc2cccc(C)c2)c(O)c2ccccc21,0.0,-11,0,0,1,-5,2,1,-4,7
COc1cc(O)cc2c1C(=O)O[C@@H](C)CCCC(=O)CCCCC2,0.8,-6,-7,-7,-2,12,5,2,-5,2
CC(=O)OC1C=CC2[C@H]3Cc4ccc(O)c5c4[C@@]2(CCN3C)C1O5 (stereo not given in full),0.1,1,4,-3,0,3,-18,-1,-1,12
CCC(c1nnnn1C1CCCC1)N1CCC2(CC1)C(=O)NCN2c1ccccc1 (stereo not given),-0.3,-13,7,-2,8,8,-8,-1,-2,-10
COc1ccc(C2C(C#N)=C(N)Oc3c2c(=O)oc2ccccc32)cc1Cn1cc([N+](=O)[O-])cn1 (stereo not given),-2.8,13,-3,11,-13,-9,-2,-6,-4,-2
COc1cccc(N2C(=O)NC(=O)/C(=C/c3ccc([N+](=O)[O-])s3)C2=O)c1,-0.2,-14,-10,8,-1,-4,-6,-9,0,-22
O=c1[nH]c(=O)n(Cc2ccc(F)cc2)c(O)c1C=NCCN1CCCCC1,0.1,16,-2,3,6,-6,9,-1,-3,5
COc1ccc(-n2c(O)c(C(C)=NCC3CCCO3)c(=O)[nH]c2=O)cc1 (stereo not given),0.1,-1,10,-5,-2,5,4,2,-2,3
Cc1ccc(CN2CCCN(Cc3ccc(C)cc3)S2(=O)=O)cc1,0.5,-5,8,1,8,1,6,-1,1,0
Cc1c2cnn(CC(=O)N3CCC4(CC3)OCCO4)c(=O)c2c(C)n1Cc1ccccc1F,-0.8,-22,-7,0,-15,2,-6,-3,-2,1
Cc1ccc2nc3c(cc2c1)CC1(C(=O)N(C)C(=O)N(C)C1=O)C1COCCN31 (stereo not given),1.6,-13,-5,6,6,-7,-112,-32,-22,16
O=P(/C(=N/O)N1CCCCC1)(N1CCOCC1)N1CCOCC1,-0.4,1,-4,5,-10,-10,4,9.6*,4,-1
Cc1cccc(NC(=O)N2CC3CC(C2)c2cccc(=O)n2C3)c1 (stereo not given),-0.1,-14,1,5,-26,-3,-5,4,2,-3
COc1ccc(Cc2cn(C)c(N)n2)cc1,-0.5,.,-2,1,0,3,-11,-5,-5,.
Cn1cccc1/C=C1\C(=O)NC(=O)N(CCC2=CCCCC2)C1=O,-0.2,3,4,0,-3,0,0,2,0,-8
COC(=O)C1=C(C(=O)OC)C2c3ccccc3C1c1ccccc12,0.5,7,-6,2,-20,-10,12,9,11*,2
OC(CCNCCc1c[nH]c2ccccc12)C(F)(F)F (stereo not given),0.7,-1,2,4,1,-1,1,-1,1,5

# Bioassay records from PubChem BioAssay.
